From PubChem BioAssay
S1P3 antag = antagonists of human S1P3 receptor; Q99500; CHO S1P3 NFAT-BLA reporter, FRET fluorescence, antagonist mode; inhibition, % at 4.98 µM; 170,000 compounds, 0.27% hits; AID 485;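 active = inhibition above the plate cutoff, the mean inhibition of test wells on that plate plus 3 SD, cut at about 28% in these data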;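 also: cells challenged with S1P at its EC80 of 0.8 µM; blue over green emission ratio from cleaved BLA substrate after 4 h stimulation; 0% = S1P-stimulated wells and 100% = unstimulated DMSO-only wells; some compounds past the cut are filed as inactive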
Target sequence (Q99500 whole entry, looked up): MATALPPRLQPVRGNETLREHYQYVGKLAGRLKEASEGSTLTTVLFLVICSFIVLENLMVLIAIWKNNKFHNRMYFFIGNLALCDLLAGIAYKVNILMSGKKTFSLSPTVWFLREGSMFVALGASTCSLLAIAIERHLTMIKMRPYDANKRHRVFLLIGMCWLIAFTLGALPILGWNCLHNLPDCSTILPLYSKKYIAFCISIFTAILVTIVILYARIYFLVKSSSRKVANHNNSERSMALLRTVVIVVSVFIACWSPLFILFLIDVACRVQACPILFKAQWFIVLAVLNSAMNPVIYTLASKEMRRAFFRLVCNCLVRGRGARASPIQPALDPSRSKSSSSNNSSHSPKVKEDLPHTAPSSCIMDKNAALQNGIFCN
L major viab = Leishmania major promastigote growth inhibition; inhibition, % at 10 µM; AID 1063; 200,000 compounds, 9% hits; Leishmania major promastigotes, resazurin fluorescence viability;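 also: promastigotes grown with compound for 44 hours at 28 °C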
Diaphorase inh = diaphorase inhibition or chemical oxidation counter-screen; diaphorase resazurin-to-resorufin fluorescence, NADH, 16 min; bacterial (C. kluyveri) enzyme, not human; inhibition, % at 20 µM; 190,000 compounds, 0.69% hits; AID 1217;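 active = primary screen inhibition at 20 µM above a set limit, cut at about 50% in these data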;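 also: plate controls were DMSO with full reaction for no effect and wells lacking NADH for full effect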
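System: Diaphorase enzyme from Clostridium kluyveri | Amount: Enzyme working solution with 0.14 U/mL diaphorase | Benchmarks: No-NADH positive control and DMSO neutral control | Signal: Fluorescence of resorufin formed from resazurin, Ex 544/Em 590 nm | Schedule: 16-min room-temperature incubation before reading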
RAM network inh = inhibitors of the yeast RAM network; S. cerevisiae dse1pr::URA3 reporter, 5-FOA growth OD615, 2 d; analog-sensitive cbk1-as2 kinase mutant strain; inhibition, % at 50 µM; 190,000 compounds, 1.8% hits;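 active = inhibition above a set limit, 3 SD over mean compound inhibition, cut at about 8.4% in these data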;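 also: 0% = DMSO-only wells with no growth and 100% = 10 µM 1-NA-PP1 full growth; inhibition rescues growth on 5-FOA so higher OD means more RAM inhibition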
TLR4-MyD88 BLA = inhibitors of human TLR4-MyD88 binding. O00206+Q99836. HeLa CL3-4 TLR4/MyD88 BLA complementation, FRET ratio. inhibition, % at 8.4 µM. 200,000 compounds, 0.18% hits. AID 861; in the data active = inhibition above about 25%;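 also: 0% = vehicle and 100% = reference inhibitor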
Diaphorase act = counter-screen for diaphorase-based assays: diaphorase activators and chemical reducers; 190,000 compounds, 0.005% hits; Diaphorase/resazurin coupled assay, resorufin fluorescence, 16 min; active compounds read high; 1 = vehicle wells, 0 = NADH-free wells; activation factor at 20 µM;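 active = diaphorase activity raised at least twofold by the compound at 20 µM; inactive = activation factor below 2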
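Material: Clostridium kluyveri diaphorase, purified enzyme; Quantity: enzyme 0.07 U/mL final; Medium: HEPES pH 7.4 buffer with MgCl2 and Tween 20; Dosing: single compound dose of 20 µM, 1% DMSO final; Schedule: 16 min reaction at room temperature; Measured by: red resorufin fluorescence at 544/590 nm excitation/emission.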
PMI act = phosphomannose isomerase (human) activation | purified human PMI, coupled resazurin fluorescence, 20 min; active compounds read high; 1 = vehicle control, 0 substrate-free wells | 190,000 compounds, 0.005% hits | activation factor at 20 µM | AID 1214 | P34949;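 active = activation factor of 2 or more at 20 µM, relative to plate controls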
Target sequence (P34949 whole entry, looked up): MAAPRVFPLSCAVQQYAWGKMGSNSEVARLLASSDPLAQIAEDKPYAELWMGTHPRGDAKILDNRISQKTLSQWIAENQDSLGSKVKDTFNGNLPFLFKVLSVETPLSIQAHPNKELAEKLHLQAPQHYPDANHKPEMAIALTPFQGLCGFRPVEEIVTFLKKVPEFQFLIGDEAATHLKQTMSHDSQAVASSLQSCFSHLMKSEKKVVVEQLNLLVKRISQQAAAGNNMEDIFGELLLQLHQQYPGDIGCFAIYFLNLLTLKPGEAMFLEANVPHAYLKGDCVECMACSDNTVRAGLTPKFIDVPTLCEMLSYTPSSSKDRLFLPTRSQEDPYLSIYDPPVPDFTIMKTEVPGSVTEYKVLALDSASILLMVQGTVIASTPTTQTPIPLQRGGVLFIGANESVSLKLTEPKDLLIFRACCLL
G6PDH CS = inhibits Leuconostoc G6PDH, flagging false hits in G6PDH-based assays. Purified L. mesenteroides G6PDH, diaphorase/resazurin coupled fluorescence, 45 min. 200,000 compounds, 0.12% hits. inhibition, % at 5 µM
PMI act satM6P = increases human PMI activity with near-saturating mannose 6-phosphate; 190,000 compounds, 0.34% hits; coupled PMI enzyme assay, resazurin fluorescence, 20 min; active compounds read high; 1 = untreated enzyme, 0 = substrate-free blank; P34949; AID 1216; activation factor at 20 µM;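 active = activation factor of 2 or more at 20 µM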
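test system = human PMI in coupled enzyme assay | medium = HEPES-buffered pH 7.4 with magnesium and detergent | also added = 1.0 mM mannose-6-phosphate substrate with 0.22 mM NADP+ | compound = 20 µM single dose | times = 20 min incubation at room temperature | measured by = resorufin fluorescence (Ex 544/Em 590 nm) from resazurin via diaphorase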
Redox H2O2 prof = compounds producing H2O2 with reducing agent – biochemical, NIH compound library profiling, artefact control for MLSCN library redox annotation, primary screen; activation, % at 10 µM; AID 878; DTT-dependent redox cycling H2O2, phenol red/HRP absorbance; 100% = 100 µM peroxide control, 0% = buffer; 200,000 compounds, 0.03% hits;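 active = activation of at least 50% relative to the plate's high and low controls in the primary single-dose screen; inactive = activation below 50%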;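 also: compound incubated with DTT at 0.8 mM final as the reducing agent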
Hsp70 act = transcriptional activators of Hsp70. HeLa Hsp70 promoter luciferase reporter, luminescence; scaled: vehicle 0, proteasome-inhibitor control 100%. activation, % at 10 µM. 200,000 compounds, 0.04% hits;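 active = activation above the mean across all tested compounds plus 3 SD, cutoff set per campaign, cut at about 5.5% in these data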;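 also: 100% = MG132 at 30 µM as the positive control and 0% = DMSO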
* = called active by the depositor; / = not tested or not shown. Rule as the data show it, unless noted: active = inhibition above about 50%; inactive = the rest.

1) O=C(Nc1ccc2c(c1)OC1(CCCC1)O2)C1CC1
2) CSc1ccccc1NC(=O)c1cc(C2CC2)on1
3) COc1ccc2cc3cc(C(=O)NC(C)C)oc3nc2c1
4) Cc1ccc(CN2CCN(/N=C/c3cc(Br)ccc3O)CC2)cc1
5) CCOc1ccc(CNC(=O)C2CC(=O)N(C3CCCC3)C2)cc1OC (stereo not drawn)
6) CC1(C)CC2(CC(c3ccccc3F)c3ccc(O)c(O)c3O2)NC(=S)N1 (stereo not drawn)
7) O=C(Nc1ccc(-c2cn3ccsc3n2)cc1)c1ccc(F)c(S(=O)(=O)N2CCOCC2)c1
8) Cc1onc(-c2c(F)cccc2Cl)c1C(=O)Nc1nc2c(s1)CCCC2

Compound | 1 | 2 | 3 | 4 | 5 | 6 | 7 | 8
S1P3 antag | 8 | / | / | / | -14 | 0 | 4 | 7
L major viab | 0 | -10 | 89* | 2 | -4 | -3 | -7 | 58*
Diaphorase inh | 13 | 12 | 11 | 22 | 16 | 68* | 28 | 0
RAM network inh | 1.5 | 1.6 | 2.9 | -1.5 | -0.2 | -1.0 | 5.0 | 2.2
TLR4-MyD88 BLA | 5 | -1 | 14 | -8 | 4 | -5 | 4 | 17
Diaphorase act | 0.9 | 0.9 | 0.9 | 0.8 | 0.8 | 0.3 | 0.7 | 1
PMI act | 1 | 0.9 | 0.9 | 0.9 | 1 | 0.3 | 0.9 | 1
G6PDH CS | -3 | -3 | 5 | 1 | 7 | 29 | -76 | -7
PMI act satM6P | 1 | 0.9 | 0.9 | 0.9 | 0.9 | 0.5 | 0.9 | 1
Redox H2O2 prof | -3.1 | 0.0 | 0.2 | -3.9 | 0.1 | -0.4 | -0.2 | 0.5
Hsp70 act | -0.2 | 0.6 | 0.0 | -0.1 | -0.3 | -0.3 | -0.5 | 0.2

An excerpt from above with just Diaphorase inh:
No.	Compound	Diaphorase inh
1	O=C(Nc1ccc2c(c1)OC1(CCCC1)O2)C1CC1	13
2	CSc1ccccc1NC(=O)c1cc(C2CC2)on1	12
3	COc1ccc2cc3cc(C(=O)NC(C)C)oc3nc2c1	11

More structures
9) Cc1ccc(C)c(-n2c(-c3csc(C)c3)n[nH]c2=S)c1
10) Cc1ccc2[nH]c(=O)c(CN(Cc3cccnc3)C(=S)NCCCN(C)C)cc2c1
11) CCOc1ccc(-c2nnc3n2N=C(c2ccc(OC)cc2)CS3)cc1
12) COc1ccc(CNC(=O)C(c2ccc(C)o2)N(Cc2cccs2)C(=O)Cc2cccs2)cc1 (stereo not drawn)
13) COc1ccc(C(=O)NCCc2cc3c(OC)ccc(OC)c3[nH]c2=O)cc1OC
14) Cc1cc(C)n2nc3ccccc3c2n1
15) COc1ccc(Cc2noc(CN(C)CC3(N4CCOCC4)CCCCC3)n2)cc1OC
16) C=C1N(CCCCCC(=O)O)C(=O)OC12CCCCC2

Compound | 9 | 10 | 11 | 12 | 13 | 14 | 15 | 16
S1P3 antag | / | -7 | / | / | -1 | -6 | 6 | 6
L major viab | -6 | 7 | 2 | 87* | 6 | -4 | 1 | -8
Diaphorase inh | 29 | 4 | 10 | 6 | 21 | 7 | 20 | 21
RAM network inh | 1.1 | 0.2 | 5.4 | 6.5 | -0.1 | 2.0 | -0.4 | 1.4
TLR4-MyD88 BLA | -13 | -5 | 0 | -3 | -12 | -1 | -5 | 3
Diaphorase act | 0.7 | 1 | 0.9 | 0.9 | 0.8 | 0.9 | 0.8 | 0.8
PMI act | 1 | 1 | 0.9 | 1 | 0.9 | 1 | 0.9 | 0.9
G6PDH CS | 6 | 15 | 4 | 2 | 6 | 1 | 15 | -1
PMI act satM6P | 1 | 1 | 0.9 | 0.9 | 0.8 | 1 | 0.9 | 0.9
Redox H2O2 prof | -0.2 | -0.7 | -0.5 | 1.7 | -0.4 | 0.2 | -1.1 | 0.5
Hsp70 act | -0.1 | -0.1 | 0.4 | -0.2 | -0.3 | 0.4 | 0.0 | -0.3

17) O=C1c2ccccc2C(=O)N1CCCCCc1nc(-c2ccccc2)no1
18) CCC1CCCCN1C(=O)c1sc2nc(C)nc(N(CC)CC)c2c1C (stereo not drawn)
19) CCCCC(=O)Nc1ccc(NC(=O)c2ccccc2[N+](=O)[O-])cc1OC
20) O=C(NCCc1ccccn1)c1cc(-c2cccc3ccccc23)nc2ccccc12
21) CCN1C/C(=C/c2ccc(OC)c(O)c2)C(=O)/C(=C/c2ccc(OC)c(O)c2)C1
22) O=C(NC1CCS(=O)(=O)C1)/C(=C/c1ccco1)NC(=O)c1ccccc1 (stereo not drawn)
23) CCOC(=O)c1c(NC(=O)c2ccc(N3C(=O)[C@@H]4[C@H](C3=O)[C@H]3C=C[C@@H]4C3)cc2)sc2c1CCCC2
24) CC(=O)CSc1nc(-c2cccs2)c(C#N)c(=O)[nH]1

Compound | 17 | 18 | 19 | 20 | 21 | 22 | 23 | 24
S1P3 antag | -11 | 16 | -5 | -3 | -22 | -7 | 9 | -7
L major viab | 1 | 15 | 38 | 11 | 100* | -6 | 3 | -7
Diaphorase inh | 14 | -2 | -5 | 15 | 3 | 55* | 17 | 9
RAM network inh | 5.5 | 0.7 | 3.0 | 3.0 | 0.9 | -0.8 | 4.6 | 1.1
TLR4-MyD88 BLA | -2 | -3 | 8 | -5 | 15 | 8 | 5 | 4
Diaphorase act | 0.9 | 1 | 1 | 0.8 | 1 | 0.5 | 0.8 | 0.9
PMI act | 0.9 | 1.1 | 0.9 | 0.9 | 1 | 1.1 | 0.9 | 1
G6PDH CS | -20 | 5 | 6 | -23 | 7 | 2 | -20 | 2
PMI act satM6P | 0.9 | 1.1 | 1.1 | 1 | 0.6 | 1 | 0.9 | 1
Redox H2O2 prof | 0.2 | -1.3 | -0.4 | 0.5 | -1.8 | -0.1 | 0.2 | 0.0
Hsp70 act | -0.1 | -0.2 | -0.2 | -0.1 | 644* | -0.5 | -0.3 | -0.1

25) COc1ccc(C(=O)N/N=C2\SCC(=O)N2Cc2ccc3c(c2)OCO3)c(OC)c1
26) CN1CCN(c2nc(N3CCN(c4ccccc4)CC3)ncc2F)CC1
27) Cc1ccc(N=c2c([N+](=O)[O-])nn(-c3ccccc3)n2O)c(C)c1
28) CCCOc1ccc(-c2nnc(-c3ccco3)o2)cc1
29) O=C(CSc1nnc(C2CC2)n1Cc1ccccc1)c1ccc(S(=O)(=O)N2CCOCC2)cc1
30) CCOC(=O)C(=CNCC(=O)O)C(=O)OCC
31) CC(C)CCn1c(=O)c(C(=O)N/N=C/c2cccc(F)c2)c(O)c2ccccc21
32) COc1cc(NC(=O)CN2c3ccccc3CC2C)cc(OC)c1OC (stereo not drawn)

Compound | 25 | 26 | 27 | 28 | 29 | 30 | 31 | 32
S1P3 antag | 7 | -17 | / | 4 | / | / | -11 | /
L major viab | 37 | 65* | 56* | -8 | -6 | -5 | 9 | -1
Diaphorase inh | 16 | 9 | 19 | -6 | 21 | 7 | -9 | 12
RAM network inh | 2.6 | 1.4 | 2.1 | 6.1 | 0.6 | -0.1 | 0.1 | 0.3
TLR4-MyD88 BLA | 13 | 0 | -1 | 0 | -8 | -3 | -7 | 3
Diaphorase act | 0.8 | 0.9 | 0.8 | 1.1 | 0.8 | 0.9 | 1.1 | 0.9
PMI act | 0.9 | 0.9 | 1 | 1 | 1.1 | 1 | 1 | 1
G6PDH CS | -19 | 0 | 7 | 7 | -3 | 6 | 1 | 7
PMI act satM6P | 1 | 0.9 | 1.2 | 1 | 1.3 | 1.1 | 1.1 | 1
Redox H2O2 prof | -0.2 | -0.4 | 3.2 | 2.4 | 2.8 | 2.3 | 1.1 | -0.4
Hsp70 act | 0.0 | -0.4 | -0.3 | -0.6 | -0.5 | -0.3 | -0.5 | -0.1

33) COC(=O)C1=C(COc2ccccc2)NC(=O)NC1c1ccc(Br)cc1 (stereo not drawn)
34) Cn1c(=O)c2c(nc(N3CCc4ccccc4C3)n2Cc2ccccc2F)n(C)c1=O
35) C[C@H]1C[C@@H]2[C@H]([C@@H](O)C[C@@]3(C)[C@H]2CC[C@]3(O)C(=O)CO)[C@@]2(C)C=CC(=O)C=C12
36) CC(NC(=S)NCCc1ccccc1)C(c1cccs1)N1CCN(C)CC1 (stereo not drawn)
37) O=C(NCc1ccccc1)c1ccc(Cn2cc(C(F)(F)F)ccc2=O)cc1
38) CCOC(=O)c1ccc2ncc(C(=O)OCC)c(NCc3ccco3)c2c1
39) CC(C)(C)c1cc(C(=O)N2CCc3ccccc32)ccn1
40) Cc1cc2ncc(C(=O)Nc3ccsc3C(=O)O)c(C)n2n1
41) CCCS(=O)(=O)N1CCc2cc(OC)c(OC)cc2C1

Compound | 33 | 34 | 35 | 36 | 37 | 38 | 39 | 40 | 41
S1P3 antag | -8 | / | -4 | 9 | / | 2 | -32 | -7 | -23
L major viab | 6 | 47 | 10 | -5 | -1 | 57* | 3 | 0 | -6
Diaphorase inh | 3 | 14 | 0 | -1 | 12 | 16 | 17 | -4 | 28
RAM network inh | 3.1 | 2.4 | 0.5 | 0.6 | -0.4 | 1.7 | 0.2 | 1.4 | 0.0
TLR4-MyD88 BLA | -1 | 3 | 1 | -2 | 3 | -6 | -1 | 1 | -10
Diaphorase act | 1 | 0.9 | 1 | 1 | 0.9 | 0.8 | 0.8 | 1 | 0.7
PMI act | 1 | 1 | 1.2 | 1.1 | 0.9 | 0.9 | 1 | 1.1 | 1
G6PDH CS | 21 | -1 | 18 | 12 | 1 | 2 | -2 | 2 | -1
PMI act satM6P | 0.9 | 1 | 1.1 | 0.9 | 1 | 0.8 | 1 | 1.1 | 1
Redox H2O2 prof | 5.1 | 3.2 | -0.1 | 0.5 | 5.4 | 1.9 | 0.6 | -0.3 | 2.3
Hsp70 act | -0.1 | -0.3 | -0.3 | -0.2 | -0.2 | -0.2 | -0.2 | -0.1 | -0.2
